ERp5 block = inhibitors of ERp5-driven insulin aggregation, primary screen, biochemical, turbidity, absorbance 650 nm, single point | inhibition, % at 9.99 µM | Protein disulfide-isomerase A6 (Homo sapiens), Q15084 | 350,000 tested, 0.05% active | AID 651711, 2012 | 90 min;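 active = mean replicate inhibition above about 25%, with every replicate also reaching it, limit read from the data, passing the limit was not always enough; inconclusive = only one of those two criteria met; inactive = neither criterion met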
Target sequence (Q15084 whole entry, looked up): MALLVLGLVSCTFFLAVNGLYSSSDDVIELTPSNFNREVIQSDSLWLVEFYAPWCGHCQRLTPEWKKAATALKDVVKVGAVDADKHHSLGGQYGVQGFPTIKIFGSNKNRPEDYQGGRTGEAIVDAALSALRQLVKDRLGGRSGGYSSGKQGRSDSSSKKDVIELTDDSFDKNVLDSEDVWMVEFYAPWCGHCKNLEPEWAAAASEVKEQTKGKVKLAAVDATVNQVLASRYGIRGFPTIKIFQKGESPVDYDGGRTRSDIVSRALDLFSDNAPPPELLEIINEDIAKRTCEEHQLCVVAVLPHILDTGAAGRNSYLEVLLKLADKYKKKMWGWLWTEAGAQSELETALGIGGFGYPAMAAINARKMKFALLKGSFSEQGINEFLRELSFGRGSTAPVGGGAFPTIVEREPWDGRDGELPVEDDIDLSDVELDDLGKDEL
F508del corr = F508del CFTR correction, initial screen, CFBE line, single point. CFBE cells, YFP halide quenching; stimulated with forskolin plus potentiator P3; % fluorescence drop versus neutral controls. activity (quench increase), % at 7.58 µM. 350,000 tested, 0.36% active;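 active = mean added fluorescence quench of at least 8% versus neutral control, with both replicates also reaching 8%; inconclusive = only one of the mean or replicate conditions met; inactive = mean below 8% and not both replicates reaching 8%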;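 also: cells transiently co-express mutant CFTR-F508del with the halide-sensitive YFP; corrector assay measuring rescue of mutant channel to the surface after 24 h compound exposure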
DENV2 CPE rescue = inhibitors of DENV2 cytopathic effect, primary screen, cell-based, plate reader, single concentration; 350,000 tested, 1.7% active; AID 651640, 2012; CPE inhibition, % at 9.99 µM; DENV2-infected cells, cytopathic effect rescue; in the data active = CPE inhibition above about 20%, passing the limit was not always enough; inconclusive = no clear call, values can overlap the other calls; tested in BHK-21 cells;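 also: 0% = median of neutral control wells and 100% = median of positive control wells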
Casp6 inh = human caspase-6 inhibitors, primary screen, biochemical, VEID-R110 fluorescence, single point, set 2; P55212; purified caspase-6, Z-VEID-R110 cleavage fluorescence; inhibition, % at 12.5 µM; 350,000 tested, 0.53% active;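 active = mean inhibition across replicates at least about 35%, with every replicate also reaching that limit, limit read from the data; inconclusive = only one of the two criteria met; inactive = neither criterion met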;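 also: 0% = median of neutral control wells and 100% = no fluorescence left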
Target sequence (P55212 24-179 limits assumed): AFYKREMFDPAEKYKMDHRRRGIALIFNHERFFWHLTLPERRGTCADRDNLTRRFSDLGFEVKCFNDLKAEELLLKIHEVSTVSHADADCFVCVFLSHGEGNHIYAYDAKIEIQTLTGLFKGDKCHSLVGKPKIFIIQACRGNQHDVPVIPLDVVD
Target sequence (P55212 194-293 limits assumed): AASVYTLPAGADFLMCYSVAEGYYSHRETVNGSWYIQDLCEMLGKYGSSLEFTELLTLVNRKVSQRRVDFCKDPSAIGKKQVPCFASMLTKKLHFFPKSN
ERAP1 inh = human ERAP1 aminopeptidase inhibitors, primary screen, biochemical, single point, plate reader | Endoplasmic reticulum aminopeptidase 1 (Homo sapiens), Q9NZ08 | recombinant ERAP1, Leu-AMC fluorescence, 60 min | inhibition, % at 10.7 µM | 340,000 tested, 0.15% active | AID 652197, 2013;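 active = mean replicate inhibition of at least 30%, or all replicates individually reaching that 30% level; inactive = mean below 30% and not every replicate reaching it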;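 also: 0% = neutral control wells and 100% = L-leucinethiol positive control wells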
miR122 inh = miR-122 Renilla sensor signal increase in Huh7, primary screen, miR-122 inhibitor project, cell-based, single point, plate reader; Huh7 miR-122 Renilla luciferase sensor, 48 h; neutral wells = 0, positive control = 100; activation (reporter increase), % at 12.5 µM; 340,000 tested, 0.3% active; AID 602342, 2012;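 active = mean replicate activation score at least 90 and every replicate individually at or above 90; inconclusive = only one of the two criteria met; inactive = neither criterion met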;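 also: higher luciferase means less miR-122 activity so hits act as miR-122 inhibitors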
SIRT5 block = SIRT5 desuccinylase inhibitors, primary screen, biochemical, fluorescence imaging, single point, set 5 | NAD-dependent protein deacylase sirtuin-5, mitochondrial (Homo sapiens), Q9NXA8 | Purified SirT5, succinyl-peptide AMC, trypsin-coupled fluorescence | inhibition, % at 15 µM | 330,000 tested, 1.1% active | AID 652115, 2013; in the data active = inhibition above about 15%; inconclusive = no clear call, values can overlap the other calls
Target sequence (Q9NXA8 whole entry, looked up): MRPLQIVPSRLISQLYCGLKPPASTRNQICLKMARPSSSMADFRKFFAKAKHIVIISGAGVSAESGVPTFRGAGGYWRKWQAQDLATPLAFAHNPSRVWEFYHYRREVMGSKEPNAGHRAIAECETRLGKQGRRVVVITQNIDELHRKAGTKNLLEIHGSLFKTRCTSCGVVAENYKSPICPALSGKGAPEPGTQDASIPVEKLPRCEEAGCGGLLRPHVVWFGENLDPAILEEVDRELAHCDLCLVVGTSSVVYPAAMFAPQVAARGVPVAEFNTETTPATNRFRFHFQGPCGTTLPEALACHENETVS
Active calls of the source: *; ? = inconclusive; / = not tested or not shown; [ ] = remark or other dose.

SMILES	ERp5 block	F508del corr	DENV2 CPE rescue	Casp6 inh	ERAP1 inh	miR122 inh	SIRT5 block
CCCC#Cc1ccc([C@H]2[C@H]3CN(Cc4cccnc4)CCCCN3[C@H]2CO)cc1	-5	-0.7	?	-6	-1	10[16.7 µM]	2
CCc1cccc(NC(=O)C2CCCN(S(=O)(=O)c3cccs3)C2)c1 (configuration not stated)	4	2.1	-7	4	2	/	-3
COc1ccc(S(=O)(=O)N2C[C@@H](O)COC[C@@H]3O[C@H](CC(=O)NCCCN(C)C)CC[C@H]32)cc1	0	0.5	12	-3	3	-1[16.7 µM]	-1
COc1ccc(NS(=O)(=O)c2cc(NC(=O)c3ccccn3)ccc2OC)cc1Br	-1	-0.7	10	9	-5	52	-4
COc1ccc(Cl)cc1C(=O)Nc1ccc(CN2CCCCC2)cc1	-11	1.0	10	-1	0	0	2
C[C@H](CO)N1C[C@H](C)[C@H](CN(C)Cc2ccc3c(c2)OCCN3C)OCc2ccccc2-c2ccccc2C1=O	0	-0.2	5	-1	-7	/	1
CC(C)Oc1cccc(C(=O)Nc2ccc(CN3CCOCC3)cc2)c1	6	2.2	-4	1	2	-6	-1
C[C@@H]1CCCCO[C@@H](CN(C)C(=O)Nc2ccc3c(c2)OCO3)[C@H](C)CN([C@@H](C)CO)C(=O)c2cc(NC(=O)CCC(F)(F)F)ccc2O1	-9	4.0	2	1	2	-4[16.7 µM]	-7
CCOc1ccccc1NC(=O)c1ccc2c(c1)C(=O)N(CC1CCCO1)C2=O (configuration not stated)	-1	-0.7	12	-2	1	-9	-2
COc1ccc(OC)c(NC(=O)CSc2nc(N3CCOCC3)nc(N3CCOCC3)n2)c1	-1	0.1	7	0	4	/	1
CCc1cccc(Nc2c([N+](=O)[O-])cc(C(=O)N3CC(=O)Nc4ccccc43)cc2[N+](=O)[O-])c1	4	0.2	0	2	-1	/	-3
CCOC(=O)[C@H]1[C@H]2COc3ccc(C)cc3[C@@H]2N2C(=O)CN(Cc3ccc(Cl)cc3)C(=O)[C@@]12C	0	1.8	0	-4	/	-9	/
COc1ccc(C(C(=O)NCC2CCCO2)N(C(=O)c2snc(C(N)=O)c2N)c2ccccc2C)cc1OC (configuration not stated)	-5	0.7	0	6	-28	2	-3
CCOc1ncccc1C(=O)NNC(=O)c1csc(N2CCOCC2)n1	-4	0.2	/	-3	-5	/	0
CN(C)C(=O)C[C@H]1C[C@H]2c3cc(NC(=O)Nc4ccc(C(F)(F)F)cc4)ccc3O[C@H]2[C@H](CO)O1	-1	1.7	-3	0	-1	5[16.7 µM]	-6
Cc1ccc(-n2nc(-c3ccco3)cc2C(=O)O)cc1	1	-0.5	1	55*	-1	/	3
NC(=O)[C@@H]1CC2(CC(c3cccc(NC(=O)COc4ccc(Cl)cc4)c3)=NO2)CN1C(=O)COc1ccc(Cl)cc1 (some centres not stated)	4	-0.3	?	-1	-3	-8	/
Cc1cc(Br)cnc1NC(=S)Nc1ccc(F)cc1F	?	-1.8	0	0	6	/	-3
CC1CCCN(S(=O)(=O)c2ccc(NC(=O)C3CCN(C(=O)c4ccco4)CC3)cc2)C1 (configuration not stated)	4	2.0	-1	3	2	/	-1
O=C(N/N=C/C=C/c1ccc2c(c1)OCO2)C(O)c1ccccc1 (configuration not stated)	3	-1.3	9	-23	0	7	3
CSC1=N/C(=C\c2ccccc2Cl)C(=O)N1N(C)C	3	-2.9	-1	-3	2	1	3
CCNC(=O)C[C@H]1CC[C@H]2[C@H](COc3ccc(NC(=O)Cc4ccccc4)cc3C(=O)N2C)O1	-3	0.4	9	-4	-1	25[16.7 µM]	4
Nc1cccc(C(=O)OCC(=O)NC2CCCc3ccccc32)c1 (configuration not stated)	-1	1.9	2	-6	-2	/	0
Cc1ccc(C(=O)N/C(=C\c2ccc(-c3ccc(Cl)cc3)o2)C(=O)NCCCN(C)C)cc1	3	1.4	-7	-10	4	-25	-7

One compound at a time (already shown). Order of screens: ERp5 block, F508del corr, DENV2 CPE rescue, Casp6 inh, ERAP1 inh, miR122 inh, SIRT5 block
`CSC1=N/C(=C\c2ccccc2Cl)C(=O)N1N(C)C` in the list: 3, -2.9, -1, -3, 2, 1, 3
`COc1ccc(C(C(=O)NCC2CCCO2)N(C(=O)c2snc(C(N)=O)c2N)c2ccccc2C)cc1OC` (configuration not stated) in the list: -5, 0.7, 0, 6, -28, 2, -3
`CN(C)C(=O)C[C@H]1C[C@H]2c3cc(NC(=O)Nc4ccc(C(F)(F)F)cc4)ccc3O[C@H]2[C@H](CO)O1` in the list: -1, 1.7, -3, 0, -1, 5[16.7 µM], -6
`CC1CCCN(S(=O)(=O)c2ccc(NC(=O)C3CCN(C(=O)c4ccco4)CC3)cc2)C1` (configuration not stated) in the list: 4, 2.0, -1, 3, 2, /, -1
`Cc1ccc(C(=O)N/C(=C\c2ccc(-c3ccc(Cl)cc3)o2)C(=O)NCCCN(C)C)cc1` in the list: 3, 1.4, -7, -10, 4, -25, -7

Next part
SMILES	ERp5 block	F508del corr	DENV2 CPE rescue	Casp6 inh	ERAP1 inh	miR122 inh	SIRT5 block
COC(=O)c1cc2c(c3c4cc(C)ccc4n(S(=O)(=O)c4ccc(C)cc4)c13)C(=O)N(C)C2	6	1.5	4	-5	-1	/	/
O=C(N/C(=C\c1ccc(Br)cc1)C(=O)N1CCCC1)c1ccccc1F	-7	2.5	2	6	-2	3	-3
COc1ccc(N2C(=O)c3cccc4c(N(C)CCO)ccc(c34)C2=O)cc1	-2	-7.2	1	1	-1	?	0
COc1ccc(NC(=S)NCc2ccc(F)cc2)cc1	1	-2.1	6	0	1	24	-2
Cc1csc2ncc(C(=O)NCc3ccco3)c(=O)n12	2	/	/	17	1	/	-4
CCOC(=O)c1cc(NC(=O)Nc2cc(C)ccn2)c(C)nc1C	-4	-1.5	2	0	-5	1	-1
Cc1cc(/C=C(\C#N)C(=O)O)c(C)n1CC1CCCO1 (configuration not stated)	-3	3.0	11	/	-2	/	3
CC1(C(=O)N(CC(=O)NC2CCCC2)Cc2ccc(Cl)cc2)CC(=O)N=C2C=CC=CN21 (configuration not stated)	-4	0.0	0	1	4	4	-16
CC1CC(=O)N(CC(=O)NCc2ccc(F)cc2)c2ccccc2S1(=O)=O (configuration not stated)	1	-0.1	-4	-5	0	/	-2
CN(C)CC(=O)Nc1ccc2c(c1)[C@@H]1C[C@@H](CC(=O)NCc3cccnc3)O[C@H](CO)[C@@H]1O2	10	0.2	-3	1	-1	-1[16.7 µM]	-4
Cc1cccc(C)c1NC(=O)CN(C)C(=O)c1cc(S(=O)(=O)N(C)C)ccc1N1CCCC1	1	-6.0	4	0	3	/	1
O=C(COC(=O)c1cnccn1)Nc1ccccc1-c1ccccc1	-2	5.1	-5	-4	-1	-1	-1
Cc1cccc(N(C)c2cc(C)nc3nc(C)nn23)c1	-1	0.4	29*	1	-1	2	-1
CC(=O)N1[C@H](CNC(=O)C2CC2)[C@H](c2ccc(-c3ccc(F)cc3)cc2)[C@@H]1CO	1	-0.2	-1	-3	-1	6[16.7 µM]	1
Cc1sc(NC(=O)c2cccnc2)nc1-c1ccccc1	-1	-1.1	-1	1	-2	/	-4
O=C(Cc1ccccc1)NCC(=O)Nc1ccc(OC(F)(F)F)cc1	-1	0.9	4	4	-3	5	1
O=C(CN1CCCCCCC1)Nc1ccc(Cl)cc1Cl	-3	-2.3	-2	-1	3	/	0
CN1C(=O)c2cc(NC(=O)c3ccccc3)ccc2OC[C@H]2O[C@@H](CC(=O)NCC3CC3)CC[C@H]21	-2	0.3	-1	-3	0	-1[16.7 µM]	-1
O=C(COc1ccc(/C=N/NC(=O)c2ccncc2)cc1)Nc1ccccc1	0	-1.3	5	1	-2	/	-1
CCCNC(=O)N[C@H]1CC[C@@H](CC(=O)NC2CCCCC2)O[C@H]1CO	-3	1.2	0	-2	0	/	1
Cc1c(CCC(=O)O)c(=O)oc2c(C)c3occ(-c4ccc(Br)cc4)c3cc12	-1	-2.2	-10	24	4	/	10
C=CC[C@@H](CC(=O)NCCO)C(=O)N[C@@H](COC(=O)[C@@H](CC=C)CC(=O)OC(C)(C)C)Cc1ccccc1	4	-1.1	-5	0	-2	-10	/
CCOC(=O)c1ccc(NC(=S)NCc2cccnc2)cc1	-3	-0.8	-6	0	-1	13	0
CC1=C(C(=O)N(C)C)CC(CC(=O)NC2CC2)C(=O)N1Cc1ccccc1 (configuration not stated)	-1	2.1	6	-2	/	-5	-1

3 entries from above, arranged by the number in Casp6 inh, descending.
SMILES	ERp5 block	F508del corr	DENV2 CPE rescue	Casp6 inh	ERAP1 inh	miR122 inh	SIRT5 block
O=C(Cc1ccccc1)NCC(=O)Nc1ccc(OC(F)(F)F)cc1	-1	0.9	4	4	-3	5	1
CC1CCCN(S(=O)(=O)c2ccc(NC(=O)C3CCN(C(=O)c4ccco4)CC3)cc2)C1 (configuration not stated)	4	2.0	-1	3	2	/	-1
O=C(COC(=O)c1cnccn1)Nc1ccccc1-c1ccccc1	-2	5.1	-5	-4	-1	-1	-1

The list goes on.
SMILES	ERp5 block	F508del corr	DENV2 CPE rescue	Casp6 inh	ERAP1 inh	miR122 inh	SIRT5 block
CN1[C@@H]2Cn3c(ccc(-c4ccccc4F)c3=O)[C@H]1[C@@H](C(=O)NCc1ccccn1)[C@@H]2CO	-1	/	-7	1	-1	/	0
CCCCc1nnc(NC(=O)CN2C(=O)NC3(CCCCC3)C2=O)s1	-10	-1.9	-2	-3	3	12	-1
COc1ccc(NC(=O)CN(C)CC(=O)NCCc2ccc(F)cc2)cc1	-4	3.7	?	-1	-4	-1	-1
N#Cc1ccc(N[C@@H]2CCN3C(=O)c4ccccc4[C@@H]3C[C@H]2O)cc1	0	-3.1	?	1	/	-1	/
O=C(c1ccc(NS(=O)(=O)c2ccc(Cl)cc2)cc1)N1CCOCC1	-1	-3.1	15	1	1	/	1
Cc1cc(/C=C2\SC(=S)N(C)C2=O)c(C)n1-c1ccc(O)cc1	5	2.1	3	-2	2	/	-5
CC(C)(C)c1ccc(C(=O)NCc2ccccc2)cc1	4	-0.3	-11	2	2	/	0
Cc1c(C#N)c(O)n(CCO)c(=O)c1N=Nc1ccc(S(N)(=O)=O)cc1	-1	1.4	45*	9	2	-22	4
Cc1cc(-c2cc(C(=O)NCc3ccccc3)on2)nc(S(C)(=O)=O)n1	3	-6.1	-8	3	/	-8	/
CCCC#Cc1ccc([C@@H]2[C@H](CO)N3C(=O)CN(S(=O)(=O)c4ccccc4C)C[C@@H]23)cc1	-3	-0.4	12	-5	0	/	2
CC(C)(Oc1ccc(Br)cc1Cl)C(=O)Nc1ccon1	2	-1.5	-8	1	-1	0	-3
O=S(=O)(c1ccccc1)N1CCN(c2nc(-c3cccnc3)nc3ccccc23)CC1	-3	1.0	-3	6	3	-2	-6
COc1ccc(-c2cccc3c4c([nH]c23)[C@@H]2C[C@H]3[C@@H](C(=O)N2CC4)[C@H](C)ON3C)cc1	-1	-0.5	12	6	1	/	-4
CC1(C)Cc2cccc(OCC(=O)OCC(=O)Nc3cccc(S(N)(=O)=O)c3)c2O1	2	1.4	-3	0	0	-6	0
O=C(/C=C/c1ccccc1)NCCS(=O)(=O)N1CCN(c2ccccc2)CC1	1	-0.1	0	1	2	-3	-6
Cc1ccc(NC(=O)CN(C)C(=O)Cn2nnc(-c3ccccc3)n2)cc1	1	1.3	-3	-2	2	-3	-3
Cn1c(=NC(=O)C2CCN(S(=O)(=O)c3cccs3)CC2)sc2ccccc21	-3	-2.9	-1	11	1	0	/
